CXCR6 block: CXCR6 (human) receptor inhibition; O00574; 0.36% of 360,000 active; AID 602244; inhibition, % at 20 µM; CHO-K1 PathHunter CXCR6 beta-arrestin, luminescence; in the data active = inhibition above about 34%, passing the limit was not always enough;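 also: antagonist mode with CXCL16 agonist at 10 nM final; 0% = 10 nM CXCL16 with DMSO and 100% = unstimulated wells without agonist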
Target sequence (O00574 whole entry, looked up): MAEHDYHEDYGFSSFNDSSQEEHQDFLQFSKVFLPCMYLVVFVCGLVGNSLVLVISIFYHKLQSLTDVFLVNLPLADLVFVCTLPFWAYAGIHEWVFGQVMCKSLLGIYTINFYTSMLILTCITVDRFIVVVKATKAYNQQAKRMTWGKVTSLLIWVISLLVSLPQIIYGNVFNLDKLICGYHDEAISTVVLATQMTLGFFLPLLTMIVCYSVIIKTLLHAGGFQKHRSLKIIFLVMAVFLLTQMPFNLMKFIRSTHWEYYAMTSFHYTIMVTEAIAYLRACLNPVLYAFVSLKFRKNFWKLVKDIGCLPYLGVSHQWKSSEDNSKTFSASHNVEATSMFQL
EBI2 block: antagonists of human EBI2 receptor. inhibition, % at 5 µM. EBI2 beta-arrestin recruitment, luminescence, 7a,25-OHC stimulated. 0.81% of 360,000 active; in the data active = inhibition above about 38%;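 also: enzyme fragment complementation signal reports receptor beta-arrestin coupling in cells; 0% = agonist plus DMSO wells and 100% = wells without agonist; some results beyond the cut were filed as inactive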
697 NFkB inh: inhibitors of the PMA/ionomycin-induced NF-kB reporter in 697 B cells; 697 B-cell NF-kB luciferase reporter, 16 h; 0.33% of 330,000 active; inhibition, % at 4 µM; in the data active = inhibition above about 35%
Gli-Sufu antag: antagonists of Gli-Sufu signaling. Sufu-KO-LIGHT fibroblasts, Gli luciferase reporter luminescence. inhibition, % at 5 µM. 0.74% of 340,000 active;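 active = inhibition above about 55%, limit read from the data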;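 also: 0% = DMSO-treated cells and 100% = wells with medium but no cells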
APJ antagonist: APJ receptor antagonism; CHO-K1 APJ beta-arrestin complementation, luminescence; inhibition, % at 20 µM; 0.32% of 330,000 active;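 active = inhibition above about 40% at 20 µM, limit read from the data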;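 also: cells challenged with 10 nM apelin-13 agonist together with compound; plate controls were apelin-13 plus DMSO wells for no effect and DMSO wells lacking apelin-13 for full effect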
Jurkat NFkB inh: inhibitors of the PMA/ionomycin-induced NF-kB reporter in Jurkat cells. 0.53% of 330,000 active. inhibition, % at 4 µM. PMA/ionomycin-induced NF-kB luciferase reporter, luminescence; in the data active = inhibition above about 50%
UBC13 polyUb: human UBC13 polyubiquitination inhibition; UBC13 polyubiquitin chain formation, TR-FRET; inhibition, % at 20 µM; 0.47% of 330,000 active; in the data active = inhibition above about 45%, passing the limit was not always enough
Target sequence (P61088 whole entry, looked up): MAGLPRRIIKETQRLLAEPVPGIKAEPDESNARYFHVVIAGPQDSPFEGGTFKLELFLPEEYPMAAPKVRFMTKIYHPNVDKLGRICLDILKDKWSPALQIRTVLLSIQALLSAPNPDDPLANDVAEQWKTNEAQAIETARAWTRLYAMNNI
CCR6 antag: blocks CCL20-driven beta-arrestin recruitment at human CCR6; AID 493098; inhibition, % at 20 µM; P51684; CHO-K1 CCR6 PathHunter beta-arrestin, luminescence, CCL20-stimulated; 0.49% of 340,000 active;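 active = compounds whose inhibition of the agonist-driven luminescence signal at 20 µM reaches about 50%, limit read from the data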;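 also: cells stimulated with CCL20 at 14 nM final; plate controls were DMSO with CCL20 for no effect and DMSO without agonist for full effect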
Target sequence (P51684 whole entry, looked up): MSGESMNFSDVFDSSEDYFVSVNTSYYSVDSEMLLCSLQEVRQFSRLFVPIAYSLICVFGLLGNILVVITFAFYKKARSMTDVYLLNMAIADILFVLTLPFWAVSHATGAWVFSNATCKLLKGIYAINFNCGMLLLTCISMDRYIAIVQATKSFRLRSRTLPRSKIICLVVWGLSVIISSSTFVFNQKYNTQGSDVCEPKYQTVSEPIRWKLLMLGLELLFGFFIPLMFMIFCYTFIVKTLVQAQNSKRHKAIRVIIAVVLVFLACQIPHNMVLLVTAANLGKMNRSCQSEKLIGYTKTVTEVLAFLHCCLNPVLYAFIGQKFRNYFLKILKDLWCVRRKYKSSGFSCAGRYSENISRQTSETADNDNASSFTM
* hit, by the source's call; x = no result given. Rows were taken by chance; about 3% have a hit in one of these screens.

SMILES	CXCR6 block	EBI2 block	697 NFkB inh	Gli-Sufu antag	APJ antagonist	Jurkat NFkB inh	UBC13 polyUb	CCR6 antag
O=C(CNc1ccc(F)cc1)c1ccccc1	53*	27	-22	-12	76*	6	5	80*
Cc1ccc(Cn2nnnc2CN2CCC(O)(c3ccccc3F)CC2)cc1	3	-2	-10	-2	-19	6	-8	13
COc1cc(/C=N/NC(=O)c2cc[n+]([O-])cc2)ccc1O	-3	-6	5	11	-13	-5	-14	-1
CC1CCN(C(CNS(=O)(=O)c2ccccc2)c2ccccc2)CC1 (stereo unspecified)	7	8	-16	11	14	-7	0	12
OC1(c2cccc(C(F)(F)F)c2)CCNCC1	-4	-4	12	9	1	-11	-2	-21
O=C(O)CCC(=O)N1N=C(c2ccc(Br)cc2)CC1c1cccc(Br)c1 (stereo unspecified)	3	0	1	-2	9	6	-9	2
O=C(CN1CCC(NC(=O)c2cccc(F)c2)CC1)Nc1ccc(Br)cc1	-14	10	-69	-12	3	-33	1	10
CC1C(=O)N2CCCc3cc(NC(=O)C(=O)NCCc4ccccc4)cc1c32 (stereo unspecified)	6	2	23	20	3	1	-4	9
CCOC(=O)c1cnc(SCc2ccc(C)cc2)nc1N	-3	11	-57	-37	13	-25	-3	6
Nn1c(Cc2ccccc2F)nnc1SCC(=O)Nc1cccc(S(=O)(=O)NC2=NCCCCC2)c1	-5	-3	15	-1	-14	-2	-9	5
COc1cccc(-c2ccc(SCC(=O)c3ccccc3)nn2)c1	-5	-1	-12	55*	8	2	11	9
CN(c1cnn(-c2ccccc2)c(=O)c1Cl)n1cccc1	2	-5	-5	-14	1	10	1	7
CC/C(=N\NC(=O)CNC(=O)/C=C/c1ccco1)c1ccccc1	3	9	10	1	10	12	0	16
COc1ccc(Cl)cc1NC(=O)CN(C)CC(=O)NCc1ccc(F)cc1	-4	-2	2	1	8	-5	10	3
Cc1ccc(NC(=O)CN2c3cccc4cccc(c34)S2(=O)=O)cc1S(=O)(=O)N1CCOCC1	-15	-2	4	5	-19	10	-11	-3
COc1ccc(N(CC(=O)NCc2ccccc2OC)S(=O)(=O)c2ccc(C)cc2)cc1Cl	-3	4	4	20	7	9	4	10
Cc1cc(C)cc(OCC(=O)Nc2ccc3c(c2)OCO3)c1	-15	0	15	16	0	-7	3	-2
NS(=O)(=O)c1ccc(NC(=O)COC(=O)c2cnc(Cl)c(Cl)c2)cc1	-4	-8	5	-1	-31	4	-4	4
O=C(CCc1ccccc1)Nc1ccc2c(c1)C(=O)OC2	-2	7	-1	-9	-5	-15	7	-1
Cc1ccc2c(CSc3nc4ccccc4c(=O)n3CCCO)cc(=O)oc2c1	7	14	x	11	x	x	x	8

With a hit mark in CXCR6 block, of those listed so far:
SMILES | CXCR6 block | EBI2 block | 697 NFkB inh | APJ antagonist | Jurkat NFkB inh | UBC13 polyUb | CCR6 antag
O=C(CNc1ccc(F)cc1)c1ccccc1 | 53* | 27 | -22 | 76* | 6 | 5 | 80*

(listing goes on)
SMILES	CXCR6 block	EBI2 block	697 NFkB inh	Gli-Sufu antag	APJ antagonist	Jurkat NFkB inh	UBC13 polyUb	CCR6 antag
CCSc1nc2c(c(=O)n1Cc1ccccc1)SC(C)C2 (stereo unspecified)	2	-14	-23	10	12	-5	-6	7
Cc1ccc(S(=O)(=O)N2CC(C)N(C(=O)N3CCOCC3)C2C)cc1 (stereo unspecified)	-2	-1	15	-16	14	9	3	12
O=C(COC(=O)Cc1c(Cl)cccc1Cl)Nc1ccc(OC(F)(F)F)cc1	8	4	0	0	7	-4	5	5
COc1ccc(OC(=O)CCc2c[nH]c3ccccc23)cc1	0	-8	-3	-4	13	-3	6	10
Cn1c(CSc2ncccn2)nnc1SCC(=O)N1CCCC1	5	2	17	-6	-6	0	8	9
CCn1c(SC)nnc1C1CCCN(CC(=O)Nc2ccccc2N2CCOCC2)C1 (stereo unspecified)	6	5	-1	4	2	-16	1	-11
COc1ccc(N2CC(NC(=O)c3ccc4ccccc4c3)CC2=O)cc1OC (stereo unspecified)	-2	23	14	5	-23	24	5	9
CC(C)CCNC(=O)C1CCN(S(=O)(=O)c2ccc3c(c2)CC(C)N3C(=O)C2CCC2)CC1 (stereo unspecified)	-6	-6	-1	-11	8	3	-7	13
Cc1ccc(C)c(N2CCN(S(=O)(=O)c3c(C)[nH]c(C)c3C(=O)N3CCCCC3)CC2)c1	7	12	1	17	9	3	-3	10
Cc1ccc(C(c2nnnn2CS(=O)(=O)c2ccc(C)cc2)N2CCC(C)CC2)cc1 (stereo unspecified)	6	3	10	-5	12	12	3	15
CC(=O)NC1CC2CCCC(C1)N2S(=O)(=O)c1cccc(F)c1 (stereo unspecified)	2	-14	-10	4	-2	0	8	7
CN(C)CC(O)CN(c1ccccc1)c1ccccc1 (stereo unspecified)	7	-17	1	15	4	-8	-11	2
CC(=O)N1CCC(=O)Nc2ccc([N+](=O)[O-])cc21	0	-2	16	-8	0	9	6	1
O=C(Nc1ccc(-c2nc3ccccc3o2)cc1)c1cc(-n2cnnc2)ccc1Cl	-10	37	-43	3	-1	-16	11	-9
CCOC(=O)C(=O)Nc1ncc(Cl)s1	2	-11	4	-3	24	3	-7	-3
O=C(CCn1c(SCC(=O)c2ccccc2)nc2ccccc2c1=O)NCc1ccc(F)cc1	-8	-10	-26	5	6	11	-20	12
O=[N+]([O-])c1cccc(/C=N/NS(=O)(=O)c2ccccc2)c1	10	5	10	-6	65*	-6	-2	47
Cc1cc(C)cc(C(=O)NCC(=O)OCN2C(=O)c3ccccc3C2=O)c1	1	1	6	-5	-1	-15	-1	-3
FC(F)(F)c1ccccc1NC(=S)NN1CCOCC1	9	-3	-14	2	-2	3	2	-2
N/C(=N\OC(=O)c1ccc(Cl)cc1[N+](=O)[O-])c1cccnc1	-28	-8	-45	1	-23	-20	-2	-26

Entries listed so far that have a nitro group on carbon (three):
SMILES	CXCR6 block	EBI2 block	697 NFkB inh	Gli-Sufu antag	APJ antagonist	Jurkat NFkB inh	UBC13 polyUb	CCR6 antag
CC(=O)N1CCC(=O)Nc2ccc([N+](=O)[O-])cc21	0	-2	16	-8	0	9	6	1
O=[N+]([O-])c1cccc(/C=N/NS(=O)(=O)c2ccccc2)c1	10	5	10	-6	65*	-6	-2	47
N/C(=N\OC(=O)c1ccc(Cl)cc1[N+](=O)[O-])c1cccnc1	-28	-8	-45	1	-23	-20	-2	-26

More records:
SMILES	CXCR6 block	EBI2 block	697 NFkB inh	Gli-Sufu antag	APJ antagonist	Jurkat NFkB inh	UBC13 polyUb	CCR6 antag
CCCCN1C2CCCC1CC(NC(=O)C1CCCCC1)C2 (stereo unspecified)	0	1	-12	7	-14	-31	2	-4
CC1CCCC(NC(=O)NC(=O)COC(=O)C2=NN(c3ccccc3)C(=O)CC2)C1C (stereo unspecified)	-3	-1	8	12	-4	3	-4	1
CC(C)(C)c1ccc(C(=O)N2CCCC2)s1	0	1	-36	-1	-1	-57	2	7
O=c1[nH]nc(-c2n[nH]c(=O)o2)o1	-5	-6	x	8	x	x	x	6
CSCCC(NS(=O)(=O)c1ccc2c(c1)oc(=O)n2C)C(=O)NCc1ccc(C)cc1 (stereo unspecified)	5	3	2	-35	-4	-4	0	6
CN(Cc1ccccc1)C(=O)c1ccc(NC(=O)Cc2ccc(NC(=O)C3CCN(C(=O)C4CCCCC4)CC3)cc2)cc1	3	-5	x	-2	x	x	x	7
Cc1ccc(N/N=C(\C#N)C(=N)N2CCCCC2)cc1	7	4	-160	-61	-6	-125	-3	14
CC(C)CCn1c(=O)c2ccccc2n2c(CN(C)Cc3ccccc3)nnc12	5	19	18	15	-5	-5	12	15
CC(=O)c1ccc(NC(=O)Nc2ccc(Cl)cc2)cc1	-9	1	-128	-67	-18	-153	-7	-1
CNC(=O)CSc1nc(SC)ns1	-3	5	12	-1	-4	-4	-12	2
CCOc1ccc2nc(NC(=O)CSc3nc(-c4ccccc4)c(C#N)c(=O)[nH]3)sc2c1	-7	-2	-24	-17	-56	-20	-9	-5
COc1ccc(CC(=O)OCC(=O)Nc2ncc(Cl)cc2Cl)cc1OC	9	-6	5	5	6	-2	-7	-6
CCOc1ccc(OCC)c(NC(=O)Cn2c(C)nc3ccccc3c2=O)c1	-6	5	6	6	2	7	0	5
COc1ccc(-c2cc(-c3ccc(OC)cc3)c(C#N)c(SC)n2)cc1	5	30	23	-4	-4	-2	2	9
CC(=O)c1cc2c(cc1NC(=O)c1ccc(-n3nc(C)cc3C)cc1)OCO2	0	23	x	15	x	x	x	1
Cn1cc(NC(=O)OCc2ccc(Cl)cc2)c(C(F)(F)F)n1	-4	2	-51	-23	-6	14	3	-2
CCC(NC(=O)c1ccccc1NC(=O)C(C)(C)C)C(=O)N1CCCC1 (stereo unspecified)	6	-3	-10	-22	7	-5	-8	2
Cc1nc2ccc(NC(=O)c3nn(CC(C)C)c(=O)c4ccccc34)cc2s1	8	10	-93	-1	11	16	16	17
CSc1nnc(-c2ccccc2)n1N	0	-5	x	-44	x	x	x	-1
O=C(CNC(=O)c1cccs1)NCC(=O)OCc1c(F)cccc1Cl	5	-12	-10	6	-9	-15	-12	-3
OCC[C@H]1C[C@H](O)[C@@H](O)[C@@]2(CCCO2)O1	-6	-8	1	-7	4	25	5	-6
O=C1C2CCCN2C(=O)N1CCCN1CCN(c2ccc([N+](=O)[O-])cc2)CC1 (stereo unspecified)	10	-4	8	5	18	8	0	17
C/C(=N\NC(=O)c1cccc(S(=O)(=O)N2CCOCC2)c1)c1ccc(OC(F)F)cc1	-7	9	-33	5	7	-2	-4	7
COc1ccccc1Cn1nnc2c(=O)[nH]c(C3CCN(C(=O)c4ccc(C)cc4)CC3)nc21	5	0	8	-5	13	15	15	-12
CCOc1ccc(/C(O)=C2/C(=O)C(=O)N(c3ccccn3)C2c2ccc(F)cc2)c(C)c1 (stereo unspecified)	-2	0	-12	27	9	-6	-29	13
CCOC(=O)C1(CC2CCCCO2)CCN(S(=O)(=O)c2cccc(F)c2)CC1 (stereo unspecified)	8	-7	14	2	6	8	-9	-6
COc1cccc(-c2[nH]nc3c2C(c2ccc(C)o2)C(C#N)=C(N)O3)c1 (stereo unspecified)	x	x	34	-7	17	10	-38	18
CC1CCCCN1S(=O)(=O)c1cccc2cccnc12 (stereo unspecified)	-4	-1	1	-5	6	-4	5	-2
CCCCOC(=O)Nc1nc2ccc(OC)cc2s1	6	-13	-58	-45	-2	-40	-5	3
Cc1occc1-c1nc(-c2ccncc2)no1	-3	-5	-9	-13	0	-17	7	9
COc1cc(OC)cc(C(=O)Nc2cccc(N3CCCC3)c2)c1	2	3	-5	-13	0	-17	7	9
O=C(c1ccc2c(c1)OCO2)N(c1ccc(F)cc1)C1C=CS(=O)(=O)C1 (stereo unspecified)	0	-14	11	0	4	-7	1	11
O=C(NC1CCCCC1)C(c1ccccn1)N(C(=O)c1csnn1)c1ccccc1 (stereo unspecified)	11	-1	16	-25	11	-15	-4	21
Cc1ccc(-c2csc(N(Cc3ccco3)C(=O)c3cccs3)n2)cc1	9	27	-4	-5	-10	-29	-13	4
Cc1ccc(N(C)C(=O)CN(C)S(=O)(=O)c2ccc3c(c2)n(C)c(=O)c(=O)n3C)cc1	0	-6	-3	2	-2	-11	-1	-1
Cc1cc(OC(=O)c2cc(Cl)ccc2Cl)c([N+](=O)[O-])c(=O)[nH]1	-6	-12	14	-1	-1	13	-1	-8
Cc1cc(NC(=O)CSCC(=O)OCC(=O)Nc2ccc(OC(F)F)cc2)no1	-1	-4	11	-6	-5	8	1	-3
O=C(O)C1CCCN1S(=O)(=O)c1ccc2ccccc2c1 (stereo unspecified)	2	-27	-18	-3	7	2	-7	-1
N#Cc1c(NC(=O)c2ccc(-c3ccccc3[N+](=O)[O-])o2)sc2c1CCCC2	31	14	13	-5	22	2	-5	37
CN(C)c1ccc(C(CC(=O)O)NC(=O)c2ccc(Cl)cc2)cc1 (stereo unspecified)	-4	-6	5	0	6	-1	-4	-3
Cc1csc(NS(=O)(=O)c2ccc(Cl)cc2)n1	4	-3	20	-4	8	-2	-6	-3
O=C(Nc1ccc2c(c1)OCO2)c1cccc(S(=O)(=O)N2CCCC2)c1	-7	3	5	-10	1	-4	-1	-9
CC1CCN(c2ccc(-c3ccc(NC(=O)c4ccco4)cc3)nn2)CC1	0	1	-145	-58	-13	-69	-7	6

Screening data from PubChem BioAssay.
